Screening results: PubChem, several laboratories
CYP2C19 activ – human CYP2C19 activators, primary screen, biochemical, luminescence. 96,000 tested, under 10 active. Cytochrome P450 2C19 (Homo sapiens), P33261. recombinant CYP2C19, luciferin-H EGE luminescence; active compounds read high; 0 = fully inhibited enzyme, 1 = untreated enzyme. AID 1025, 2008. activation factor at 5 µM;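 active = activation factor of at least 2 at 5 µM in the primary screen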;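 also: 0 = wells with 2.5 mM tranylcypromine and 1 = vehicle-only wells; values of inactives mirror those of a sister screen read the other way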
Target sequence (P33261 whole entry, looked up): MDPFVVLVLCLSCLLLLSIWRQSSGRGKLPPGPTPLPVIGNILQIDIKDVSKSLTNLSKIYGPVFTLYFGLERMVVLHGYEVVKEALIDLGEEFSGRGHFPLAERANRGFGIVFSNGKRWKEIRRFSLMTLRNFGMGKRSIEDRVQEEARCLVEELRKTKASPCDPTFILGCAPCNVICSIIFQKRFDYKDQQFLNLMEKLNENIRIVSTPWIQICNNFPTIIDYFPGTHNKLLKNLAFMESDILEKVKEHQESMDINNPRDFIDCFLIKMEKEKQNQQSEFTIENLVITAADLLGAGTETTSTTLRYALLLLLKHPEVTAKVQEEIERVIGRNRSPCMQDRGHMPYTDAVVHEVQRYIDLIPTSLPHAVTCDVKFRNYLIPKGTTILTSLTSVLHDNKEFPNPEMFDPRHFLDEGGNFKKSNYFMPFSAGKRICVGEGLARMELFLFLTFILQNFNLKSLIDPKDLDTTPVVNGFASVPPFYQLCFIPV
PLK1 kinase inh – human PLK1 kinase inhibitors, primary screen, biochemical, TR-FRET | Serine/threonine-protein kinase PLK1 (Homo sapiens), P53350 | recombinant PLK1 kinase, TR-FRET peptide phosphorylation | inhibition, % at 10 µM | 97,000 compounds, 0.53% hits;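 active = inhibition of 50% or more in the single-concentration screen; inactive = inhibition below 50%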;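 also: 0% = DMSO max control and 100% = H-89 dihydrochloride min control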
CYP2C9 inh – blockers of cytochrome P450 2C9 activity – biochemical, luminescence, ADME assay, primary screen | CYP2C9 Supersomes, luciferin-H conversion | inhibition, % at 5 µM | 96,000 compounds, 20% hits | AID 777, 2007;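 active = blocking of liver enzyme CYP2C9 beyond about 50% at 5 µM, limit read from the data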; also: values of inactives mirror those of a sister screen read the other way
PLK1 PBD inh – Plk1 polo box domain binding inhibitors, primary screen, biochemical, fluorescence polarization; Serine/threonine-protein kinase PLK1 (Homo sapiens), P53350; Plk1 PBD phosphopeptide binding; inhibition, %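 (tested at about 20 µM)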; 97,000 compounds, 0.13% hits; AID 693, 2007; in the data active = inhibition above about 34%, passing the limit was not always enough
EphB4 antag – EphB4-ephrin-B2 interaction antagonists, primary screen, biochemical, TNYL-RAW peptide probe, fluorescence polarization | Ephrin type-B receptor 4 (Homo sapiens), P54760 | EphB4 LBD / TNYL-RAW-Alexa532 peptide | inhibition, % at 7 µM | 97,000 compounds, 0.15% hits;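 active = inhibition above the screen-wide mean inhibition plus 3 SD, cut at about 15% in these data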;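 also: 0% = DMSO wells and 100% = excess unlabeled TNYL-RAW peptide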
CYP2C9 activ – human CYP2C9 activators, primary screen, biochemical, luminescence; 96,000 compounds, 1.4% hits; recombinant CYP2C9, luciferin-H conversion; active compounds read high; factor 1 = untreated enzyme, 0 = blocked; Cytochrome P450 2C9 (Homo sapiens), P11712; activation factor at 5 µM;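 active = activation factor of 2 or more for CYP2C9 at a 5 µM dose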;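 also: 0 = sulfaphenazole-blocked wells and 1 = vehicle-only wells; values of inactives mirror those of a sister screen read the other way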
HIV Rev-RRE inh – HIV-1 Rev-RRE binding inhibitors, primary screen, biochemical, FRET, protein-RNA interaction. P05866. Rev peptide-RRE RNA binding. inhibition, % at 8 µM. 97,000 compounds, 0.79% hits;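 active = inhibition above the screen-wide mean plus 3 SD, cut at about 35% in these data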;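 also: 0% = median DMSO wells and 100% = median Neomycin B control wells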
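Assay system: Rev peptide and RRE RNA, both fluorescently labelled; times: 5 min preincubation and 15 min binding, 25 °C; detection: FRET, ex 480 nm, em 540 and 671 nm; read-out basis: % inhibition from 671/540 nm acceptor-to-donor ratio, scaled between controls; benchmarks: DMSO low control, neomycin B high control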
CYP2C19 inh – blockers of cytochrome P450 2C19 activity – biochemical, luminescence, ADME assay, primary screen; 96,000 compounds, 21% hits; P33261; AID 778, 2007; inhibition, % at 5 µM; CYP2C19 Supersomes, luciferin-H EGE luminescence, 30 min;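 active = CYP2C19 inhibition above a set limit at 5 µM in the primary screen, cut at about 50% in these data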;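 also: plate controls were negative control wells for no effect and 2.5 mM tranylcypromine positive control for full effect; values of inactives mirror those of a sister screen read the other way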
PLAP activator – PLAP enzyme activators, biochemical, luminescence, HTS; purified PLAP enzyme, luminescent substrate read-out; active compounds read high; activation fold at 20 µM; 96,000 compounds, 1.2% hits; in the data active = activation fold above about 2
Target sequence (P05187 whole entry, looked up): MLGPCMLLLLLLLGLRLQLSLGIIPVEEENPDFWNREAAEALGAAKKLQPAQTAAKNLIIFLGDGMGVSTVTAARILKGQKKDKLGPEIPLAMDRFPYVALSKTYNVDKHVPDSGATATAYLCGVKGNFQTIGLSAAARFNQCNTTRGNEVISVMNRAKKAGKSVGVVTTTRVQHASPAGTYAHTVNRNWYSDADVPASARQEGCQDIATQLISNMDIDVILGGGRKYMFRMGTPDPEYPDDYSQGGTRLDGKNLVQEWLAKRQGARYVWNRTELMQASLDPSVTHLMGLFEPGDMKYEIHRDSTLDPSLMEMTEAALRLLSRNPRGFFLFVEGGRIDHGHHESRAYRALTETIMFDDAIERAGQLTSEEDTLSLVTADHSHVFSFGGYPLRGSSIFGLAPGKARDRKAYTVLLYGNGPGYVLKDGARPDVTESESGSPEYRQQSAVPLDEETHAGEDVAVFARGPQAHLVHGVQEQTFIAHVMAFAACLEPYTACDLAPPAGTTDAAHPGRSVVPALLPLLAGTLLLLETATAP
* marks the source's active call; other numbers are inactive results; / = not tested or not shown.

SMILES	CYP2C19 activ	PLK1 kinase inh	CYP2C9 inh	PLK1 PBD inh	EphB4 antag	CYP2C9 activ	HIV Rev-RRE inh	CYP2C19 inh	PLAP activator
CCCCn1c(C(C)NC(=O)CC)nc2ccccc21 (stereo unspecified)	1	4	-4	5	3	1	6	-3	1.1
COc1cccc(CSc2nnc(C(F)(F)F)n2Cc2ccc(F)cc2)c1	0.6	-9	61*	17	-7	0.4	15	39	1.1
CCN(CC)CCCNC(=O)Cc1c(C(=O)O)n(C)c2ccccc12	1	-15	-18	-17	4	1.2	5	0	1.2
CCOC(=O)c1c(C)nc2sc3c(=O)n(-c4ccc(OC)cc4)nnc3c2c1-c1ccc(OC)cc1	0.7	-11	26	18	6	0.7	0	31	1.2
COc1ccc(CCNC(=O)Cn2cnc3c2c(=O)n(C)c(=O)n3C)cc1OC	1.1	-6	-20	-25	-11	1.2	3	-6	1.1
COc1ccc(-c2nnc(SCC(=O)N3CCC(Cc4ccccc4)CC3)o2)cc1OC	0.1	-1	65*	-40	3	0.4	12	93*	1.6
CCOc1ccc(Cl)cc1S(=O)(=O)n1cnc2ccccc21	0	9	19	-1	-10	0.8	5	95*	0.9
Cn1c(CCCNC(=O)c2ccccc2)nc2ccccc21	0.7	20	-138	-7	-1	2.4*	7	32	1.1
COc1ccc(-c2cc(CCCC(=O)NCCc3cc(OC)ccc3OC)no2)cc1	0.4	-4	66*	8	-8	0.3	4	57*	1.1
CCCC1=C(C(=O)OCC)C(c2ccc(NC(C)=O)cc2)NC(=O)N1 (stereo unspecified)	1	-9	5	-8	-1	1	4	3	0.9
Cc1ccc(Nc2nc(N)nc(CN3CCc4ccccc4C3)n2)cc1	0.4	-6	52*	-18	4	0.5	2	55*	1.4
COC(=O)/C=c1\sc2ncnn2c1=O	1	-6	1	-2	-7	1	6	0	1
Cc1ccc(C)n1CCN1CCN(C(=O)c2ccco2)CC1	1	-6	1	9	0	1	0	4	1.2
NC(=S)Nc1cccc2cccnc12	0.8	-15	-7	23	4	1.1	9	17	1
CCOc1ccc2nc(NC3=NCN(CC4CCCO4)CN3)nc(C)c2c1 (stereo unspecified)	/	1	/	0	5	/	12	/	/
CC1(C)CC(=O)C(CC(=O)NC(=O)NCc2ccccc2)=C(O)C1	/	-6	/	-4	8	/	2	/	/
COC(=O)CC1=C(C(=O)OC)C(c2ccc3c(c2Cl)OCO3)C(C#N)=C(N)O1 (stereo unspecified)	0.7	-7	3	20	11	1	8	33	1
CCN(CCNC(=O)C1CCN(Cc2nc(-c3ccc(Cl)cc3)oc2C)CC1)c1ccccc1	0.8	-9	2	4	-5	1	-5	22	1.9
O=C(Nc1cccc(Cl)c1)Nc1ccc2c(c1)OCO2	0.8	2	17	8	1	0.8	3	16	0.9
Cc1ccc(/C=N/NC(=O)Cn2nc(C)c(Br)c2C)o1	0.5	-13	24	-6	2	0.8	-1	50*	1
COc1ccccc1-c1nnc(SCC(=O)Nc2ccccc2)o1	0.3	-9	-62	13	5	1.6	6	70*	1.3
Cc1ccc(NC(=O)CCC(=O)NNC(=O)C(c2ccccc2)c2ccccc2)c(C)c1	1	-9	-5	27	3	1	10	0	1.2
CCc1ccc(-c2nc(CN3CCC(C(=O)N4CCN(c5ccccc5)CC4)CC3)c(C)o2)cc1	0.9	-1	14	-6	-8	0.9	-5	15	1.8
Cc1cc(N(C)C)c(C#N)c(NCc2ccccc2)n1	0.7	-4	36	-8	6	0.6	5	34	1
Cc1csc(OCc2ccc(C#N)cc2)n1	0.1	4	24	-1	-8	0.8	5	93*	0.8
CC(C)(C)C(=O)Nc1ccc(C(=O)NCc2cccnc2)cc1	1.1	-6	11	-3	-2	0.9	6	-10	1
CCCc1nn(C(=O)c2ccccc2)c2c1C(=O)CC(C)(C)C2	0.8	0	31	15	-6	0.7	2	23	0.9
COC(=O)c1cc(=O)nc2sc(-c3cccs3)nn12	1	-7	2	5	8	1	6	0	0.8
O=C(NCc1ccc(OC(F)(F)F)cc1)C12CN(Cc3ccccc3)CC1C(c1cccc([N+](=O)[O-])c1)=NO2 (stereo unspecified)	0.2	-11	57*	-18	4	0.4	3	76*	1.3
Cc1ccc(S(=O)(=O)Nc2cc(C)c(O)c(S(=O)(=O)c3ccc(C)cc3)c2)cc1	0.6	-2	77*	1	2	0.2	8	36	1.2
COc1ccc(OC)c(N/C(C)=C/C(=O)c2ccc(C)o2)c1	0.9	-9	-5	0	-7	1	3	6	0.7
CC(C)(C)N1C(=O)c2ccc(C(=O)NCc3ccco3)cc2C1=O	0.8	-7	47	-10	3	0.5	6	23	1.3
CCOC(=O)Cc1nnc2c(Nc3ccccc3F)nc3nonc3n12	1	-11	27	0	-4	0.7	3	2	1
O=C(CNC(=O)c1ccc(Oc2ccccc2)cc1)OC1CCCCC1=O (stereo unspecified)	0.9	-9	12	-1	3	0.9	-1	11	1
CN1CCN(S(=O)(=O)c2cccc(C(=O)NC3CCCc4ccccc43)c2)CC1 (stereo unspecified)	1	/	5	/	/	0.9	/	1	1.6
C=CCn1c(N)c(C(=O)NCc2ccco2)sc1=S	0.4	-11	64*	10	-3	0.4	5	60*	0.9
O=C1C2CCCN2c2ccc(S(=O)(=O)N3CCOCC3)cc2N1Cc1ccccc1F (stereo unspecified)	0.8	2	30	9	6	0.7	7	15	0.9
CCN(C(=O)CSc1ncccc1C(=O)OC(C)C)c1cccc(C)c1	0.5	-6	44	6	3	0.6	6	53*	1.7
CCOC(=O)c1ccc(N/C=C/C(=O)c2ccc(OC)c(OC)c2)cc1	0.9	-18	-59	13	1	1.6	0	8	0.9
CCN1CCN(CNC(=O)c2cnccn2)CC1	1	-21	-8	7	0	1.1	5	-2	0.8
CC(NC(=O)NC1CCCCC1)C(c1cccs1)N1CCN(Cc2ccccc2)CC1 (stereo unspecified)	0.6	-21	54*	17	-3	0.5	0	39	/
CC1(C)Cc2nc3sc4c(SCC(=O)NCc5ccco5)ncnc4c3cc2CO1	0.5	-11	64*	36	-3	0.4	3	46	1.2
CCn1c(=O)n(CC(=O)NC2CCCC(C)C2C)c(=O)c2ccccc21 (stereo unspecified)	0.7	-8	-5	-13	-3	1.1	1	29	1.1
Cc1ccccc1N1C(=O)C(Cl)=C(N2CCN(c3ccccc3)CC2)C1=O	0.8	4	17	3	-4	0.8	8	16	0.9
COc1ccc(-c2nnc3sc(C4CCCCC4)nn23)cc1OC	0.7	8	27	-16	0	0.7	9	28	2.1*
CCCCN1C(=O)c2ccc(C(=O)Nc3c(N)n(CCCC)c(=O)n(C)c3=O)cc2C1=O	0.9	/	56*	/	/	0.4	/	8	1.1
NC(=O)CNC(=O)[C@@H]1CC2(CC(c3cccc([N+](=O)[O-])c3)=NO2)CN1C(=O)c1ccccc1 (stereo partly specified)	0.9	-8	15	26	1	0.9	5	12	1.2
O=C(OCc1cn(-c2ccc(Cl)cc2)nn1)c1ccccc1	0.6	-7	-16	15	-10	1.2	4	43	0.9
COc1ccc(CNC(N)=O)cc1OC	1.1	-4	-8	4	-6	1.1	5	-15	0.8
C=CCOc1cccc(C2/C(=C(/O)c3ccc(C)cc3)C(=O)C(=O)N2CCN2CCOCC2)c1 (stereo unspecified)	0.7	-17	-5	11	-2	1	-1	31	1.6
c1ccc2c(c1)nc(N1CCN(C3CCCCC3)CC1)c1nnnn12	0.5	/	8	/	/	0.9	/	48	0.9
COc1ccc(CNc2nc3c(c(=O)[nH]c(=O)n3C)n2Cc2ccccc2C)cc1	0.9	17	5	13	2	1	9	7	0.9
Cc1cc(C(F)(F)F)c2c(n1)sc1c(O)cc(=O)[nH]c12	1.1	-32	12	-13	-5	0.9	8	-6	0.8
CC(C)(C)c1ccc(C(=O)c2c[nH]c(C(=O)NCC3CCCO3)c2)cc1 (stereo unspecified)	0.7	-3	18	0	8	0.8	4	27	1.2
COc1ccc(-c2csc(Nc3ncccc3C)n2)cc1OC	0.9	0	22	17	-1	0.8	-1	7	1
Cc1nc(CCNC(=O)c2ccccc2)cs1	0.6	-3	13	-17	2	0.9	4	44	1
O=C(c1n[nH]c(=O)c2ccccc12)N1CCN(c2ccccc2Cl)CC1	0.8	-7	-5	18	2	1.1	5	23	1
COC(=O)c1cc(=O)nc2sc(-c3ccccc3)nn12	1	-19	2	-6	-6	1	-3	1	0.9
COc1ccc(CNc2cc([N+](=O)[O-])ccc2OC)cc1	0.5	-9	75*	29	-7	0.3	1	52*	0.7
Cc1ccc(-c2c(C)c(-c3ccc(F)cc3)nc(N)c2C#N)o1	0.7	-2	46	-16	4	0.5	14	30	0.9
O=C(O)c1coc2ccccc12	0.8	-2	45	9	-2	0.5	5	24	0.9
COc1ccc(NC(=O)c2oc3ccccc3c2C)c(OC)c1	1.1	-8	-12	15	-5	1.1	2	-6	0.9

Results in EphB4 antag, PLK1 kinase inh and CYP2C9 inh, for some of the entries so far:
mol,EphB4 antag,PLK1 kinase inh,CYP2C9 inh
COC(=O)CC1=C(C(=O)OC)C(c2ccc3c(c2Cl)OCO3)C(C#N)=C(N)O1 (stereo unspecified),11,-7,3
CCN(CCNC(=O)C1CCN(Cc2nc(-c3ccc(Cl)cc3)oc2C)CC1)c1ccccc1,-5,-9,2
O=C(Nc1cccc(Cl)c1)Nc1ccc2c(c1)OCO2,1,2,17

Complete entries as entered above.
Profile of `NC(=O)CNC(=O)[C@@H]1CC2(CC(c3cccc([N+](=O)[O-])c3)=NO2)CN1C(=O)c1ccccc1` (stereo partly specified) → CYP2C19 activ: 0.9; PLK1 kinase inh: -8; CYP2C9 inh: 15; PLK1 PBD inh: 26; EphB4 antag: 1; CYP2C9 activ: 0.9; HIV Rev-RRE inh: 5; CYP2C19 inh: 12; PLAP activator: 1.2
Profile of `COc1ccc(-c2csc(Nc3ncccc3C)n2)cc1OC` → CYP2C19 activ: 0.9; PLK1 kinase inh: 0; CYP2C9 inh: 22; PLK1 PBD inh: 17; EphB4 antag: -1; CYP2C9 activ: 0.8; HIV Rev-RRE inh: -1; CYP2C19 inh: 7; PLAP activator: 1
Profile of `Cc1nc(CCNC(=O)c2ccccc2)cs1` → CYP2C19 activ: 0.6; PLK1 kinase inh: -3; CYP2C9 inh: 13; PLK1 PBD inh: -17; EphB4 antag: 2; CYP2C9 activ: 0.9; HIV Rev-RRE inh: 4; CYP2C19 inh: 44; PLAP activator: 1

Rows are unselected (roughly 29% active in at least one column).
